NPYLR7 agonist: mosquito NPYLR7 agonism; HEK293T NPYLR7/Galpha15, GCaMP6s calcium fluorescence; activation, % at 10 µM; 0.15% of 270,000 active; AID 1259423; in the data active = activation above about 40%;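 also: 0% = vehicle and 100% = reference agonist at the receptor; some compounds past the cut are filed as inactive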
mcGAS inh: inhibitors of mouse cGAS; 0.15% of 160,000 active; inhibition, % at 12.5 µM; Q8C6L5; AID 1259399; recombinant cGAS, Kinase-Glo ATP depletion luminescence;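 also: 0% = negative control wells and 100% = reference inhibitor with no enzyme activity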
hcGAS lum: human cGAS inhibition; recombinant h-cGAS, ATP depletion, Kinase-Glo luminescence; inhibition, % at 12.5 µM; 0.081% of 290,000 active; AID 1259398;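 also: 0% = vehicle reaction and 100% = reaction without DNA for no activity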
Target sequence (Q8N884 whole entry, looked up): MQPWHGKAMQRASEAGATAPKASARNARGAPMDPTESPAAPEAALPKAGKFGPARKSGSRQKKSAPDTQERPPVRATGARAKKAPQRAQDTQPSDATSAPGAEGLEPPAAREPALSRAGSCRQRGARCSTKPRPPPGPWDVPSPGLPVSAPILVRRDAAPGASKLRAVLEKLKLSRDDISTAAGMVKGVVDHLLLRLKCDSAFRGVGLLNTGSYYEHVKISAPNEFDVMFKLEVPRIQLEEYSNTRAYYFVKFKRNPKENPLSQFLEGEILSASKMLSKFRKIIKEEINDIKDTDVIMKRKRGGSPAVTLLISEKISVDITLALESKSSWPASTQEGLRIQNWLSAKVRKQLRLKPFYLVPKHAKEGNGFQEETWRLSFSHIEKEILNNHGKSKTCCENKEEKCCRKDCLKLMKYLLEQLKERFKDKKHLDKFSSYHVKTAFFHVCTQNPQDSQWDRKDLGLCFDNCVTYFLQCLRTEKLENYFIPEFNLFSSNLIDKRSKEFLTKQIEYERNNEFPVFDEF
* hit, by the source's call; / = no result given. Rule as the data show it, unless noted: active = inhibition above about 40%; inactive = the rest. Hits appear at their usual frequency; 0.29% or so of the library scored in one or more.

SMILES | NPYLR7 agonist | mcGAS inh | hcGAS lum
O=S(=O)(c1ccccc1)c1nc(N2CCCc3ccccc32)sc1Cl | -1.0 | -3.9 | -5.0
COc1ccc(C(=O)C2CCCN(Cc3cccc4cccnc34)C2)c(OC)c1 (stereo unspecified) | -0.8 | / | 1.5
Cc1nnc(COC(=O)CCNC(=O)NC23CC4CC(CC(C4)C2)C3)o1 | 2.8 | / | -7.0
CCC(=O)N1CCN(c2cc(N3CCC(C)CC3)c(F)cc2[N+](=O)[O-])CC1 | -5.2 | -4.2 | -6.4
C#CCN(CC=C)C(=O)c1ccc(OC2CCN(S(=O)(=O)N(C)C)CC2)cc1 | 4.4 | -2.1 | -0.2
CCCOc1cccn2c(N(C)C(=O)c3ccc4c(c3)OCO4)c(CC)nc12 | -19.0 | 0.5 | 0.9
Cc1cc(=O)n2nc(CN3CCc4sccc4C3c3ccccc3)sc2n1 (stereo unspecified) | 7.9 | / | 2.0
CCOCCOc1nc(-c2ccccc2F)n(-c2ccc(NC(=O)c3cccc([N+](=O)[O-])c3)cc2)n1 | -1.9 | -1.3 | 1.5
CC(Nc1ccc(N2CCCC2=O)cc1)C(=O)N1CCCCCC1 (stereo unspecified) | 2.1 | / | -14.8
O=C(c1cccc(Br)c1)N1CCCC(OCc2cccnc2)C1 (stereo unspecified) | -7.4 | -0.5 | -1.2
CCCCN(CCC(=O)N1CCN(c2cccc(Cl)c2)CC1)c1nc(Cc2ccc(C)cc2)ns1 | / | -5.8 | -7.0
CN(c1ccccc1)S(=O)(=O)c1cccc(NC(=O)CCl)c1 | 11.8 | 55.2* | -2.6
COc1cc(OC)cc(C(=O)Nn2cnc3c(cnn3C(C)(C)C)c2=O)c1 | 4.7 | / | -5.4
CCCc1[nH]nc2c1C1(CCN(C)CC1C)C(C#N)C(=N)O2 (stereo unspecified) | 5.9 | / | -10.1
CCOc1ccc(-n2nnc3c(N4CCN(S(=O)(=O)c5ccc(C)cc5)CC4)ncnc32)cc1 | -4.0 | -8.2 | -4.6
O=c1oc2ccc(Cl)cc2cc1-c1csc(Nc2ccc(Oc3ccc(Cl)cc3)cc2)n1 | -8.0 | -6.6 | -4.9
O=C(NCC1CCCO1)c1cccnc1N1CCN(C(=O)c2ccccn2)CC1 (stereo unspecified) | -0.8 | -6.3 | -5.4
CCOC(=O)N1CCN(C(c2ccccc2Cl)C2Sc3nc(CC)nn3C2=O)CC1 (stereo unspecified) | -7.8 | 0.0 | -3.8
O=C(CSc1nnc(-c2ccco2)o1)N1CCCC1 | 4.2 | / | -1.1
CCN(CC)C(=O)Oc1ccc2c(ccn2Cc2cccc(F)c2)c1NC(=O)c1c(Cl)cccc1Cl | 4.5 | -4.1 | -0.1
COc1cccc(Cc2nsc(N(CCC(=O)N3CCN(c4ccccc4OC)CC3)C(C)C)n2)c1 | 0.4 | -5.3 | -4.0
Cn1ccnc1SCc1cc(=O)c(OC(=O)c2ccccc2)co1 | -2.0 | -5.7 | -8.0
CCN1C(=O)NC(c2ccc(C(F)(F)F)cc2)C2=C1CN(C(C(=O)Nc1ccc(C)c(C)c1)C(C)C)C2=O (stereo unspecified) | -0.6 | -3.7 | -6.6
CCc1cccc2c(C(CC(=O)NCc3ccc4c(c3)OCO4)c3ccc(Cl)cc3)c[nH]c12 (stereo unspecified) | -0.1 | -1.8 | 3.4
CCOC(=O)CCC(=O)Nc1nnc(SCC(=O)c2ccc(C)cc2)s1 | 23.7 | -3.2 | -3.4

Following part
SMILES | NPYLR7 agonist | mcGAS inh | hcGAS lum
COCc1cc(CN(C)c2nc(-c3cccnc3)nc3c2cnn3C)[nH]n1 | 10.8 | -15.1 | -8.1
O=[N+]([O-])c1ccccc1/C=C/CN1CCC(O)CC1 | -19.6 | / | -2.6
COCCCN(CC(=O)Nc1cc(-c2ccccc2)nn1-c1ccc(F)cc1)C(=O)Nc1ccc(F)cc1F | 14.8 | -4.2 | 0.9
CCOC(=O)C1(CCCc2ccccc2)CCN(C(=O)c2ccc(C#CC(C)(C)O)o2)CC1 | -14.3 | 0.2 | 1.8
CC1(C)Cc2cccc(OS(=O)(=O)c3ccc(N4CCCC4=O)cc3)c2O1 | -1.1 | / | 1.3
CC(C)NC(=O)N1CCN(CC(=O)NC(=O)Nc2ccccc2)CC1 | 5.2 | -13.8 | -8.6
COc1ccccc1N1CC(c2nc3ccccc3n2CCC(C)C)CC1=O (stereo unspecified) | 0.8 | -3.9 | -5.1
CN(C)C1CCCC(NS(C)(=O)=O)C1 (stereo unspecified) | 25.3 | / | -9.6
COc1ccc(-c2cc(C(=O)NCCN3CCCC3)n(-c3ccc([N+](=O)[O-])cc3)n2)c(OC)c1 | 3.2 | -5.9 | -7.8
O=C(Nc1nc(CC(=O)N2CCCCCCC2)cs1)C1CC1 | -0.7 | / | -9.0
COc1ccc(CN(C(=O)Nc2ccc(C)cc2C)C(C)C)cc1OS(C)(=O)=O | -10.9 | -5.5 | -20.1
COc1cccc(CN(CC(O)Cc2ccccc2)CC2CC(c3ccc(F)cc3)=NO2)c1 (stereo unspecified) | -2.7 | -4.7 | -5.5
CCOC(=O)c1nc(C)oc1NC(=O)c1ccoc1 | 5.2 | / | -7.3
CCCC(=O)Nc1c(-c2ccc(C)cc2)nc2ccc(C)cn12 | -7.9 | -7.3 | -9.4
CCOC(=O)C1=C(C)NC(=S)NC1c1cc(OC)c(OC)c(OC)c1 (stereo unspecified) | 3.2 | / | -5.7
Cc1ccc(C)c(C=C(C#N)c2nnc3n2CCCCC3)c1 | 0.7 | / | -4.4
CC(C)SCCN1C(=O)NC(c2cccnc2)(C2CCNCC2)C1=O (stereo unspecified) | 0.3 | -15.5 | -3.4
COc1ccc(C2=NN(C(C)=O)C(c3ccc4nccnc4c3)C2)cc1 (stereo unspecified) | -1.0 | -8.0 | -5.0
Nc1nc(SCc2cccc([N+](=O)[O-])c2)[nH]c(=O)c1NC(=O)c1ccccc1F | 0.9 | -7.8 | -3.5
CCOC(=O)C1CCN(CC(=O)N2N=C(c3ccccc3OC)CC2c2ccccc2OC)CC1 (stereo unspecified) | 15.1 | -4.4 | -6.9
Cc1cc(C)c2nc(C3CC3)cc(C(=O)N(C)Cc3cnccn3)c2c1 | -0.8 | / | -12.0
CN1C(=O)NC(c2cccc(Cl)c2Cl)C2=C1CN(CCC(=O)N1CCCC1)C2=O (stereo unspecified) | -0.6 | -5.2 | -6.1
CC(=O)N1CCSC12C(=O)N(Cc1cccc(C)c1)c1ccc(Cl)cc12 (stereo unspecified) | -1.4 | 1.5 | -3.3
CCCCCc1ccc(C(=O)N2CCc3nc(C)nc(N4CCC(C)CC4)c3C2)cc1 | -2.7 | -0.5 | -0.7
COc1ccc(C)cc1S(=O)(=O)NCCc1csc2nc(-c3ccccc3F)nn12 | 2.1 | -0.7 | 3.0

Following part.
SMILES | NPYLR7 agonist | mcGAS inh | hcGAS lum
CN1C2CCCC1CC(NC(=O)c1nn(C)c3ccccc13)C2 (stereo unspecified) | 0.9 | / | -5.5
Cc1ccc(CCNC(=O)C2CCC(=O)N(CCCN3CCOCC3)C2)s1 (stereo unspecified) | -2.3 | -3.2 | -9.4
CC(C)CC(=O)N1CCN(C(=O)c2ccco2)CC1 | 2.9 | -4.5 | -5.9
Cc1ccc(-c2noc(CCN(Cc3ccco3)CC(O)COCc3ccco3)n2)cc1 (stereo unspecified) | 2.6 | -5.5 | -8.3
CCSc1nnc2c(n1)OC(c1cc(Br)cc(Br)c1OC)Nc1ccccc1-2 (stereo unspecified) | -4.8 | -0.9 | -2.0
COc1ccc(C(C)=NNC(=O)CCn2nnc3ccccc32)cc1OC | -1.1 | -7.3 | -5.5
O=C(CSc1ccccc1)N(CC(=O)N1CCc2sccc2C1c1ccc(Cl)cc1Cl)CC1CCCO1 (stereo unspecified) | 1.1 | -4.8 | -7.9
CCCNc1nc(Nc2ccccc2C)c2cnn(-c3ccccc3)c2n1 | 2.1 | -5.3 | -2.6
Cc1cccc(C)c1OC(C)C(=O)O (stereo unspecified) | -1.0 | / | 4.8
O=C(O)CSCC(=O)N[C@H]1CO[C@H]2[C@@H]1OC[C@@H]2Nc1nccc(-c2ccc3c(c2)OCO3)n1 | -4.5 | -7.5 | -8.5
CCCCCCCC(=O)Oc1ccc(C(=O)Nc2nnc(C)s2)cc1 | -4.6 | -2.8 | 3.8
CCC(=O)N1N=C(c2ccccc2)CC1c1ccccc1[N+](=O)[O-] (stereo unspecified) | 3.5 | / | -3.2
CCc1nc2ccc(C(=O)NCCN3CCOCC3)cn2c1N(C)C(=O)c1cccc(OC)c1 | 6.5 | -0.6 | -4.8
CC(NC(=O)Cc1cccc2ccccc12)C(=O)N1CCCN(C)CC1 (stereo unspecified) | 13.1 | -6.5 | -10.6
CC(C)N1C(=O)c2ccc(C(=O)N3CCCC(C(=O)NCC4CC4)C3)cc2S1(=O)=O (stereo unspecified) | -0.8 | / | -2.8
COc1ccc(-n2nnc3c(SCC(=O)c4ccccc4)ncnc32)cc1 | 18.6 | -6.1 | -4.3
COc1ccc2oc(=O)c(-c3nnc(Nc4cccc5ccccc45)s3)cc2c1 | -8.8 | / | -6.0
Cc1ccc(C(=O)O)cc1S(=O)(=O)NCc1nnc2n1CCCCC2 | 1.5 | -5.8 | -2.7
COc1cccc2sc(N(CCCN(C)C)C(=O)c3ccc([N+](=O)[O-])s3)nc12 | 3.4 | -7.4 | -5.0
CCC(C)NC(=O)c1cc(NC(=O)c2cc(OC)cc(OC)c2)ccc1N1CCN(c2ccccc2OC)CC1 (stereo unspecified) | -1.0 | -3.5 | -5.7
CN(C)c1ccc(/C=N\NC(=O)C(NC(=O)c2ccccc2)c2n[nH]c(=O)c3ccccc23)cc1 (stereo unspecified) | -11.0 | -3.8 | -1.3
CCOc1ccc(NC(=O)Nc2ccc(N3CCCC3)c(C(=O)NCc3ccccc3)c2)cc1 | -7.1 | -5.4 | -5.8
CCC(c1ccccc1)c1nnc(NC(=O)c2ccco2)s1 (stereo unspecified) | -1.8 | -0.2 | 0.6
CC(C)NCC(O)COC12CC3CC(CC(C3)C1)C2 (stereo unspecified) | 4.4 | -7.2 | -5.8
COC(=O)c1cc2c(=O)n(C(C)C)ccc2nc1C | 4.4 | / | -5.1

7 compounds from above, limited to mcGAS inh and NPYLR7 agonist.
smiles	mcGAS inh	NPYLR7 agonist
Cc1ccc(CCNC(=O)C2CCC(=O)N(CCCN3CCOCC3)C2)s1 (stereo unspecified)	-3.2	-2.3
CC(C)CC(=O)N1CCN(C(=O)c2ccco2)CC1	-4.5	2.9
Cc1ccc(C(=O)O)cc1S(=O)(=O)NCc1nnc2n1CCCCC2	-5.8	1.5
CN(C)c1ccc(/C=N\NC(=O)C(NC(=O)c2ccccc2)c2n[nH]c(=O)c3ccccc23)cc1 (stereo unspecified)	-3.8	-11.0
CCCCCCCC(=O)Oc1ccc(C(=O)Nc2nnc(C)s2)cc1	-2.8	-4.6
COc1cccc2sc(N(CCCN(C)C)C(=O)c3ccc([N+](=O)[O-])s3)nc12	-7.4	3.4
CCCNc1nc(Nc2ccccc2C)c2cnn(-c3ccccc3)c2n1	-5.3	2.1

Back to the main list, starting three compounds before the break.
SMILES | NPYLR7 agonist | mcGAS inh | hcGAS lum
CCC(c1ccccc1)c1nnc(NC(=O)c2ccco2)s1 (stereo unspecified) | -1.8 | -0.2 | 0.6
CC(C)NCC(O)COC12CC3CC(CC(C3)C1)C2 (stereo unspecified) | 4.4 | -7.2 | -5.8
COC(=O)c1cc2c(=O)n(C(C)C)ccc2nc1C | 4.4 | / | -5.1
COc1ccccc1N1CC(O)(c2ccc(OC(F)F)cc2)[N+]2=C1SCCC2 (stereo unspecified) | 5.6 | -6.7 | -3.8
Cc1nc2c(=O)n(CC(=O)N3CCCc4ccccc43)nc(-c3cccs3)c2s1 | 7.7 | -7.8 | -2.2
CN1CCCC(C(=O)Nc2ccc(Cl)c(Cl)c2)CC1 (stereo unspecified) | 0.0 | / | -17.4
CCC(=O)Nn1cnc2c(c1=O)C1(CCCCC1)Cc1ccccc1-2 | -0.3 | -5.5 | -4.8
CC1CN(c2ccc(-n3cc(C#N)c(=O)[nH]c3=O)cc2F)CC(C)O1 (stereo unspecified) | -9.3 | / | 4.7
OCCN(CCO)c1nc2cc(C(F)(F)F)ccc2s1 | 4.1 | / | -4.8
Cc1nc(C(C)C)ncc1C(=O)N1CCC2(CN(C)C(=O)O2)C1 (stereo unspecified) | 7.5 | / | -3.8
CCN(Cc1nc(C)no1)C(=O)c1csc(-c2cccs2)n1 | 3.5 | / | -5.0
CCOC(=O)c1cnc(C)nc1NCCc1cccc(Cl)c1 | 23.0 | -4.8 | -4.8
COc1ccc(CCN(C)c2cc(Cl)nc(SCC(=O)NCCCN3CCCCC3C)n2)cc1OC (stereo unspecified) | 0.0 | -3.3 | -3.7
Cc1cc(N(C)C)nc(SCc2ccc(C(=O)NC(C)C)o2)n1 | 7.0 | -5.9 | -4.8
COc1ccc(F)c(F)c1-c1nccn1C(C)Cn1nc(C)cc1C (stereo unspecified) | 42.0 | -20.0 | -1.8
COc1cccc(C(CC(=O)NCc2ccc(F)cc2)c2c[nH]c3ccccc23)c1 (stereo unspecified) | 20.1 | -0.5 | -4.0
Cc1sc2ncnc(OCCC#N)c2c1C | -3.2 | / | 1.8
Cc1cnc(NCCCN2CCCC2)nc1N(C)C | 7.0 | / | -5.7
O=c1oc(-c2ccc(Cl)c([N+](=O)[O-])c2)nc2ccccc12 | -1.5 | -1.2 | 0.1

Rewritten as labelled records: two of the compounds above.
mol: CC1CN(c2ccc(-n3cc(C#N)c(=O)[nH]c3=O)cc2F)CC(C)O1 (stereo unspecified)
  NPYLR7 agonist: -9.3	mcGAS inh: /	hcGAS lum: 4.7
mol: OCCN(CCO)c1nc2cc(C(F)(F)F)ccc2s1
  NPYLR7 agonist: 4.1	mcGAS inh: /	hcGAS lum: -4.8
